ASAP1 GAP inh: inhibitors of human ASAP1 ArfGAP activity. Q9ULH1. ASAP1-stimulated ARF1 GTP hydrolysis, GDP FP detection. inhibition, % at 16.5 µM. 360,000 compounds, 0.19% hits; in the data active = inhibition above about 25%;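 also: 0% = vehicle with enzyme and substrate and 100% = no enzyme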
NPR2 activator: GC-B (human) receptor activation | HEK293-GC-B cells, CNP EC30, cGMP TR-FRET; 0% at EC30 CNP, 100% saturating CNP | activation, % at 10 µM | 370,000 compounds, 0.11% hits | AID 1920062;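 active = activation at 10 µM reaching about 35% in either raw or pattern-adjusted values, limit read from the data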
Target sequence (P20594 whole entry, looked up): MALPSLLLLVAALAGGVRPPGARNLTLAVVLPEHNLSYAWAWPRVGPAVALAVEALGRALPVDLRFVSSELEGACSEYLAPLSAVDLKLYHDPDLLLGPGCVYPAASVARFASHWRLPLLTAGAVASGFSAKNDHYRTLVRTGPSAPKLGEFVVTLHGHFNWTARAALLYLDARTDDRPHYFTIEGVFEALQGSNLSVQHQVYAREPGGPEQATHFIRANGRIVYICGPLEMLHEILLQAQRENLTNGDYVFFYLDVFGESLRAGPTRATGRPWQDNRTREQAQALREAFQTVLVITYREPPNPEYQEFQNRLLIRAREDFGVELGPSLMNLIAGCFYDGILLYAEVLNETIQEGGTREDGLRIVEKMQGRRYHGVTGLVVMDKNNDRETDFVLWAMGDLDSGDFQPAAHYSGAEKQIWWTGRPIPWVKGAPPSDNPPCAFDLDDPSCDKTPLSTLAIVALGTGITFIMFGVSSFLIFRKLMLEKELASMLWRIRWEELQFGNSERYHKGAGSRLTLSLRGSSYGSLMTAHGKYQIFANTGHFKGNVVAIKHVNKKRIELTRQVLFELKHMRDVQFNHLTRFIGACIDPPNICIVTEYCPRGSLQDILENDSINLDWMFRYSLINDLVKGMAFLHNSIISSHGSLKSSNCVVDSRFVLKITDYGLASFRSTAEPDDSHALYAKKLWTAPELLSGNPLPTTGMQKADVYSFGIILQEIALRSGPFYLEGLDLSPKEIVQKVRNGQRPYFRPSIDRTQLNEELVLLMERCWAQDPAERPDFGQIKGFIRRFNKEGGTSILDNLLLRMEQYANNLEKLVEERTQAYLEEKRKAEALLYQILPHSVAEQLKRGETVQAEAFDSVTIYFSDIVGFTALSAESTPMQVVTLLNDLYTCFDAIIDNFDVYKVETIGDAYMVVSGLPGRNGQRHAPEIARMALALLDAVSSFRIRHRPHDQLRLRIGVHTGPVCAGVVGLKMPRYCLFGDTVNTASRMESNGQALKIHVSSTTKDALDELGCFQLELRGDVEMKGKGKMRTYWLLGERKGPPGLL
rCAG binder: binds r(CAG) RNA repeats. r(CAG) RNA repeat, TO-PRO-1 dye displacement fluorescence. 370,000 compounds, 1.3% hits. inhibition, % at 3 µM. AID 651821;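 active = inhibition above the plate cutoff, the mean of all test compounds on that plate plus 3 SD, cut at about 35% in these data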;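 also: 0% = DMSO alone and 100% = 100 µM mitoxantrone as full dye displacement; higher means more dye released from RNA so lower well fluorescence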
ARFGAP1 inhibitor: rat ARFGAP1 inhibition | AID 651572 | inhibition, % at 16.5 µM | Arfgap1-stimulated ARF1 GTP hydrolysis, GDP FP detection | 360,000 compounds, 0.26% hits;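 active = inhibition above a per-plate limit, mean inhibition of low control wells plus 3 SD, cut at about 25% in these data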;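 also: 0% = DMSO wells with enzyme and 100% = wells lacking Arfgap1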
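Material – truncated rat Arfgap1 GAP domain · Buffer or medium – HEPES-based buffer, pH 7.5 · Reagent – human ARF1(Δ1-17)-GTP substrate · Dosing – 16.5 µM single point, 1.26% DMSO · Schedule – GTP hydrolysis reaction 2 h at 25 °C · Technique – GDP detection by fluorescence polarization · Benchmarks – No-Arfgap1 wells (100%) versus DMSO full-reaction wells (0%) · Repeats – single replicate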
SMARCA2 act: increases SMARCA2 function in MMTV reporter cells. activation, % at 9.1 µM. AID 652017. MG213 cells, MMTV-luciferase reporter, dexamethasone, overnight. 370,000 compounds, 1% hits; in the data active = activation above about 7.8%;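 also: 0% = vehicle wells and 100% = reference activator wells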
HTRA1 inh: HTRA1 (human) protease inhibition. Q92743. recombinant HTRA1, FP-rhodamine activity-based probe, fluorescence polarization. inhibition, % at 5.96 µM. 340,000 compounds, 0.5% hits; in the data active = inhibition above about 36%;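 also: 0% = enzyme with DMSO and 100% = wells lacking enzyme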
PG9 Ab binder: small molecules binding HIV-1 gp120 antibody PG9; TR-FRET gp120-PG9 antibody binding; AID 624416; inhibition, % at 6.7 µM; 360,000 compounds, 0.43% hits; in the data active = inhibition above about 8.5%
Rev-erbA mod: modulates human Rev-erb alpha binding to DNA | P20393 | Rev-erbα–FITC-DNA binding, fluorescence polarization, 90 min | activity, % at 10 µM | 370,000 compounds, 0.79% hits | AID 1259318;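 active = activity above about 14%, limit read from the data; passing the limit was not always enough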;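 also: 0% = DMSO wells with 35 nM protein and 100% = DMSO wells with 750 nM protein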
NPR1 activator: GC-A (human) enzyme activation; activation, % at 10 µM; 370,000 compounds, 0.14% hits; HEK293 GC-A cells, cGMP TR-FRET, EC30 ANP; 0% at EC30 ANP, 100% saturating ANP; P16066; in the data active = activation above about 40%
mABHD4 FP: inhibits mouse alpha/beta hydrolase domain 4. Q8VD66. purified mABHD4, FP-Rh probe fluorescence polarization. inhibition, % at 8.92 µM. 370,000 compounds, 0.54% hits;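 active = inhibition exceeding the mean over every tested compound plus 3 SD, cut at about 30% in these data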;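 also: 0% = plate median of compound wells and 100% = S159A mutant with DMSO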
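Assay system: mouse ABHD4 enzyme, wild type / Also added: fluorescent activity-based probe FP-Rh / Doses: single nominal dose of 8.92 µM, 0.89% DMSO final / Timing: 45 min compound pre-incubation plus 60 min probe step, 25 °C / Signal: FP readout, ex 525 nm / em 598 nm / Control set: S159A mutant/DMSO as 100%, compound-well median as 0%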
* = called active by the depositor; . = no result given.

SMILES	ASAP1 GAP inh	NPR2 activator	rCAG binder	ARFGAP1 inhibitor	SMARCA2 act	HTRA1 inh	PG9 Ab binder	Rev-erbA mod	NPR1 activator	mABHD4 FP
CC(C)C[C@@H](CN(C)N=O)N(C[C@H](Cc1ccccc1)N(CCc1ccccc1)N=O)N=O	-3	-7	-1	2	1	-43	-1.1	1	-4	-6
CC1(C(=O)NCc2cccc3ccccc23)CCN1Cc1cc2ccccc2o1 (stereo unspecified)	3	-8	2	-4	-7	.	0.0	1	-6	-4
Cc1ccc(-c2nc(CS(=O)CC(=O)NC3CCCCC3)c(C)o2)cc1 (stereo unspecified)	-12	-4	-6	6	0	-2	-2.4	-1	0	2
COC(=O)[C@@]12CCCCC=C1N(CCc1ccc(Cl)cc1)C(=O)[C@H]2CC(=O)NCCc1ccccc1OC	.	1	7	.	-3	.	.	8	1	-1
COc1cc(OC)cc(C(=O)NNC(=O)c2ccc(S(=O)(=O)N(C)c3ccccc3OC)cc2)c1	-10	8	1	-1	-4	-8	-0.3	-1	-3	0
COc1cc(OC)c(C=NNC(=S)NC23CC4CC(CC(C4)C2)C3)c(OC)c1	13	-1	6	6	-5	-11	-1.2	-3	-3	9
O=C(NCCOc1ccccc1)c1cc2ccccc2o1	5	0	-4	-2	5	-5	-1.0	-2	-1	-2
CCCC(=O)Nc1ccccc1-c1nnc(SC)[nH]c1=O	-8	3	-1	0	-6	2	-2.5	-2	1	-2
CCOc1ccc(N2C(=O)CN(CC(=O)OC)C2=S)cc1	-4	4	0	1	0	3	-2.1	5	-4	-4
O=C(CN1N=C(c2ccc(Cl)cc2)CCC1=O)NCCN1CCc2ccccc2C1	9	0	-2	5	-2	-2	1.6	3	-5	8

Reprinted at random: four compounds from above.
SMILES	ASAP1 GAP inh	NPR2 activator	rCAG binder	ARFGAP1 inhibitor	SMARCA2 act	HTRA1 inh	PG9 Ab binder	Rev-erbA mod	NPR1 activator	mABHD4 FP
CCCC(=O)Nc1ccccc1-c1nnc(SC)[nH]c1=O	-8	3	-1	0	-6	2	-2.5	-2	1	-2
COc1cc(OC)cc(C(=O)NNC(=O)c2ccc(S(=O)(=O)N(C)c3ccccc3OC)cc2)c1	-10	8	1	-1	-4	-8	-0.3	-1	-3	0
O=C(NCCOc1ccccc1)c1cc2ccccc2o1	5	0	-4	-2	5	-5	-1.0	-2	-1	-2
CC1(C(=O)NCc2cccc3ccccc23)CCN1Cc1cc2ccccc2o1 (stereo unspecified)	3	-8	2	-4	-7	.	0.0	1	-6	-4

The results go on:
SMILES	ASAP1 GAP inh	NPR2 activator	rCAG binder	ARFGAP1 inhibitor	SMARCA2 act	HTRA1 inh	PG9 Ab binder	Rev-erbA mod	NPR1 activator	mABHD4 FP
O[C@@H]1CN(CC2CCCCC2)[C@@H](c2ccccc2)C[C@H]1n1cc(C2CC2)nn1	3	-5	4	5	-5	-41	0.4	-2	-2	-11
Cc1ccc(OCCC(=O)OCC(=O)Nc2ccc3c(c2)OCO3)cc1	-2	1	0	6	-2	-3	1.0	-3	6	5
Cc1cc(C(=O)COC(=O)c2ccc3c(c2)NC(=O)CS3)c(C)n1CC1CCCO1 (stereo unspecified)	5	2	8	1	-3	-21	2.2	1	2	10
CC(C)=Cc1oc2ccc([N+](=O)[O-])cc2c1N1CC(C)OC(C)C1 (stereo unspecified)	7	-4	-2	7	3	3	-0.2	4	-7	0
O=C(Cc1cccs1)NCc1cccc(Cl)c1	1	6	5	5	7	3	-0.5	-3	1	-2
O=[N+]([O-])c1ccc(Cl)c(NC(=S)N2CCCC2)c1	-1	4	8	-1	-1	1	-0.8	-1	0	-3
COc1ccc(C(=O)OCC(=O)Nc2cccc(C(C)=O)c2)cc1OC	12	0	5	-3	-4	2	0.2	-2	4	-2
Cc1cc(Nc2ccccc2Cl)c2ccccc2n1	-3	-1	3	-9	-3	-6	-1.2	5	-4	1
CC(C)(C)n1cnc2cc(NCc3cccs3)ccc21	5	-1	-6	16	-2	-3	-0.8	-4	-1	1
CCOC(=O)c1ccc(OCc2c(C)noc2C)cc1	10	4	-1	6	-1	4	-0.2	2	-1	1
CN(Cc1ccccc1)C(=O)Cn1nc(C(F)(F)F)c2c1CCC2	-1	0	-6	-3	-2	-3	-1.8	0	1	1
CN1C(=O)NC(c2ccc(Cl)cc2)C2=C1CC(C)(C)CC2=O (stereo unspecified)	10	2	-6	-4	0	5	0.4	8	2	8
O=C(NC(=S)Nc1ccccc1N1CCOCC1)c1ccco1	-1	2	-7	2	-1	1	0.2	0	4	2
Cc1c(N=C2NC(=O)C(CC(=O)Nc3ccccc3)S2)c(=O)n(-c2ccccc2)n1C (stereo unspecified)	-22	-6	5	6	-1	-3	-0.9	-5	-4	4
Cc1ccc(Cl)cc1NC(=S)N(Cc1cccs1)C1CCCC1	0	2	1	-2	-5	-2	-1.2	-1	-21	-6
C/C(=N\Nc1nc2ccccc2[nH]1)c1ccc([N+](=O)[O-])cc1	9	-4	3	2	-2	-3	-8.2	8	3	15
CN(CC(=O)Nc1ccc(N2CCOCC2)cc1)C(=O)Cc1ccccc1	-14	-1	2	-2	0	1	-0.4	-2	-2	2
COc1ccc(-c2cc(-c3nnc(COC(=O)CC4CCCC4)o3)c3ccccc3n2)cc1OC	-3	-4	11	-2	-1	-3	-1.8	-2	4	-2
CN(C)Cc1nc2ccccc2c(=O)n1CC(=O)Nc1cccc(S(=O)(=O)N2CCOCC2)c1	6	3	1	1	0	3	-1.5	-1	2	1
CCCCN1C(=O)C(=O)N(CC(=O)N2CCN(c3ccccc3)CC2)C1=O	-5	0	0	13	0	2	1.0	4	-1	2
CCOc1ccc(CCNC(=O)COC(=O)/C=C/c2ccc(OC(F)F)c(OC)c2)cc1OCC	-14	0	-7	6	1	-8	0.1	-4	-2	-3
C=CCN1c2ccccc2[C@]23C[C@@H](C(=O)OC)N(C(C)=O)C2=NC(C(=O)OC)=C(C(=O)OC)[C@H]13	6	-22	-6	8	0	1	0.0	-3	-15	0
NC(=O)c1cc(S(=O)(=O)N2CCOCC2)cs1	6	-1	-2	-6	0	3	-2.0	-1	4	0
Cc1ccccc1-c1nnc(-c2ccc(Br)cc2)o1	8	1	2	-1	5	2	0.1	7	-3	4
CSc1nnc(SCC2=NNC(=O)SC2)s1	6	4	-3	-5	-2	6	-0.1	3	0	6
COc1ccc(S(=O)(=O)N2CCCOC2CNC(=O)C(=O)NCc2ccccc2F)cc1C (stereo unspecified)	-9	2	-1	7	-2	-1	-1.2	3	2	1
CCCc1sc(N2CCCC(C(N)=O)C2)nc1-c1ccccc1 (stereo unspecified)	-1	-6	1	0	-3	4	2.2	0	-6	-3
COC(=O)C(Cc1c[nH]c2ccccc12)NC(=O)CNC(C)=O (stereo unspecified)	-17	0	-1	-1	1	2	0.1	-4	3	-3
O=C1Nc2ccccc2N(O)N1c1cc(-c2ccc(Cl)cc2)[nH]n1	7	2	4	-5	0	1	-0.7	1	-3	7
CCc1ccc(NC(=O)CSc2nnc(CNC(=O)c3c(F)cccc3Cl)o2)cc1	-16	1	-1	-4	0	0	1.3	-5	2	-3
CC(C)(C)c1nc(SCC(=O)NCc2cccs2)c2ccccc2n1	-2	-1	-4	7	0	0	0.3	2	5	-1
Cc1nc2sc(C(c3cccs3)N3CCC(C(N)=O)CC3)c(O)n2n1 (stereo unspecified)	-1	1	2	-1	-2	-4	0.1	-5	4	-5
Cc1ccc(Cn2ccc(NC(=O)c3cc(C)on3)n2)cc1	1	3	-4	-8	0	-3	0.0	-1	3	-2
COc1ccc(-c2sc(Nc3ccc(F)c(F)c3F)nc2CCC(=O)NN)cc1	9	-3	10	11	-1	0	0.6	10	-4	-4
COc1ccc(S(=O)(=O)N2CCN(CCC(=O)Nc3ccccc3F)CC2)cc1	0	-5	-4	-11	-1	-6	0.9	2	-1	-18
O=C(CN1C(=O)NC2(CCOc3ccccc32)C1=O)Nc1ccc2c(c1)OCCO2 (stereo unspecified)	0	7	-1	-2	-3	2	0.5	-3	3	-2
CC(=O)c1cccc(-c2ccnc3c2CC(C(=O)NCc2ccc(F)c(F)c2)O3)c1 (stereo unspecified)	-1	2	-1	-3	-5	.	-0.2	4	0	-2
COc1cc(C2Nc3ccccc3C(=O)N2c2ccccc2OC)ccc1O (stereo unspecified)	-17	1	1	-7	5	1	-1.0	-1	-3	4
COC(=O)[C@@]1(Cc2ccc(F)cc2)[C@H]2c3cc(C(=O)N(C)C)n(Cc4ccc(OC)c(OC)c4)c3C[C@H]2CN1C(=O)c1ccccc1	0	-2	2	12	1	.	-0.8	1	-1	1
CN1CCCC1(C)C(=O)Nc1ccc(-n2cccc2)cc1 (stereo unspecified)	-7	0	0	-7	8.2*	.	0.1	0	1	0
CCOc1ccccc1OCC(=O)Nc1ccc(S(=O)(=O)N(C)C)cc1	4	1	-2	-7	1	-1	0.2	-4	1	-3
Cc1cccc(NC(=O)Cn2cnc3c(oc4ccccc43)c2=O)c1	4	-4	1	-6	3	-1	2.0	-3	0	0
Cc1ccc(N(CC(=O)Nc2ccc(-c3nc4ccc(C)cc4s3)cc2)S(C)(=O)=O)cc1	-18	2	14	5	6	-41	-4.4	2	0	-8
Cc1nn(C)cc1C(=O)NNC(=S)Nc1ccc(Cl)cc1	7	5	5	-8	-1	-2	-0.5	7	-1	12
Cc1cc(Cl)c(S(=O)(=O)NC(C(=O)O)C(C)C)cc1OCC(=O)NC1CCCCC1 (stereo unspecified)	9	-6	9	1	-3	0	-2.5	0	0	-7
COc1ccc(NC(=O)CCc2c(C)nn(-c3ccc(N4CCOCC4)nn3)c2C)cc1	-4	-3	-4	7	0	-1	-0.6	0	-2	-3
CCc1cccc(CC)c1NC(=S)NCc1ccc2c(c1)OCO2	5	-5	-4	2	-1	3	-3.3	4	-6	-8
CCOCN(C(=O)Cn1c(C(C)O)nc2ccccc21)c1c(C)cccc1CC (stereo unspecified)	17	0	-7	-10	-4	-5	0.1	-7	-6	6
Cc1ccc(NC(=O)CNC(=O)Cn2cnc3sc(C)c(C)c3c2=O)cc1F	-14	-2	4	-8	-2	-5	-0.5	10	-5	0
CC(C)NS(=O)(=O)c1ccc(NC(=S)NC(=O)c2ccc(-c3ccccc3)cc2)cc1	7	10	11	-3	-4	-77	-1.3	3	-3	-21

Additional compounds:
SMILES	ASAP1 GAP inh	NPR2 activator	rCAG binder	ARFGAP1 inhibitor	SMARCA2 act	HTRA1 inh	PG9 Ab binder	Rev-erbA mod	NPR1 activator	mABHD4 FP
COc1ccccc1NC(=O)CSc1nc(SC)ns1	6	-8	5	11	2	4	0.1	6	-1	-2
COc1ccc(CNC(=O)C(C)n2nc(C)c3c(C)n(-c4ccccc4)nc3c2=O)c(OC)c1 (stereo unspecified)	11	1	-7	6	-2	-1	-0.8	2	-3	-6
CCC1CCCCN1C(=S)NCc1ccccc1 (stereo unspecified)	11	4	-1	21	-4	0	-0.6	1	4	3
CC(C)[C@@H]1CC[C@@H](C)C[C@H]1OC[B-](F)(F)F	6	7	2	2	1	.	-0.5	1	0	43*
COc1ccc(-c2cc(C(F)(F)F)nc(SCC(=O)NCc3cnn(C)c3C)n2)cc1OC	1	3	-5	20	-2	6	1.8	-3	15	-3
